p53ts 32C kill – p53ts cell cytotoxicity, permissive temperature; H1299-p53A138V at 32C, ATP luminescence viability, 24 h; actives 0.93% (n = 130,000); AID 924; Potency, µM (titrated, usually from 46.1 µM), inactives show top-dose activity change, negative = cytotoxicity, most hits filed as cytotoxic;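 also: 0% = DMSO and -100% = full killing by reference compound; nearly all actives have a fitted effect of over 55% in size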
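H1299-p53 A138V cells (temperature-sensitive p53) exposed 24 h to up to 46 uM compound at 32C, where p53 is wild-type in conformation. Viability read as ATP luminescence and normalised to DMSO and 100 uM tamoxifen. AC50 fitted with the Hill equation.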
p53ts 39C tox – kills p53ts cells at the nonpermissive temperature; H1299-p53A138V viability at 39C, ATP luminescence, 24 h; Potency, µM (series often up to 46.1 µM), without a hit: at the top dose activity change, negative = cell killing, hits mostly cytotoxic; actives 1.5% (n = 130,000); AID 902; also: nearly all actives have a fitted effect of over 55% in size
IkB sig inh – inhibitors of IkB signaling in ABC-DLBCL cells; ABC-DLBCL IkBa-CBG/CBR dual luciferase ratio, 4 h; response scale: scaled: untreated 0%, proteasome inhibitor 100%; Potency, µM (series often up to 57.1 µM), for inactives: top-dose IkBa stabilization activation; actives 0.04% (n = 110,000); AID 445; active = well fitted curve in the direction sought with a large enough effect in the signal ratio, not every such curve was filed as active; inconclusive = small, poorly fitted or top-dose-only effect, or a change in a side signal; the % refers to the signal ratio;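 also: the direction sought is a rising ratio; 0% = basal untreated cells and 100% = reference inhibitor full response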
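Luminescence ratio of IκBα-fused green versus native red beetle luciferase in OCI-Ly3 cells, 4 h post-doxycycline with compound; red signal alone, scaled from basal (0%) to zero light (-100%), flagged nonspecific or cytotoxic effects.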
Peg3 imprint – inducers of genomic imprint erasure in mouse ES cells | AID 1948 | mouse ES Peg3-LacZ reporter, beta-gal luminescence, 40 h | actives 0.02% (n = 110,000) | Potency, µM (highest dose often 60.7 µM), for the others: at the highest dose activity change, positive = activation, hits mostly activators;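 also: 0% = negative control wells on the plate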
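Gelatin-coated wells received 300 freshly trypsinized female ES cells with a Peg3LacZ-Neo reporter on the maternal allele, then incubated 40 hours at 37C. BetaGlo was added for 5 minutes at room temperature before a single luminescence read.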
Starred values were filed as active, the others as inactive; ? = inconclusive; / = not tested or not shown; [ ] = dose if it differs, or a comment. Unless noted, calls follow the shape of the dose curve; as a rule, active = well fitted curve in the direction sought with a large enough effect; inconclusive = small, poorly fitted or top-dose-only effect, or another doubt; inactive = no such curve, though single readings can be large; an effect the other way counts as inactive or inconclusive. Unless noted, % is scaled to controls: 0 for no effect and ±100 for the full control effect; potency is read from the fitted curve at half-maximal effect.

SMILES	p53ts 32C kill	p53ts 39C tox	IkB sig inh	Peg3 imprint
CCCOc1cccc(C2c3c(oc4ccc(F)cc4c3=O)C(=O)N2c2nc(C)c(C(C)=O)s2)c1 (configuration not stated)	-6%	18%	2.8%	-6%[10.9 µM]
CCOC(=O)c1cc2sccc2n1CC(=O)Nc1ccc(OC)cc1OC	-4%	-14%	1.7%	/
CCCn1c(C)nc2c(NCCCCN(CC)CC)nc(C)nc21	3%	-6%	/	0%
CCOCCCNC(=O)Cn1ncc2c([nH]c3ccc(C)cc32)c1=O	-2%	18%	-1.2%	9%[10.9 µM]
O=C(CSc1oc(-c2ccc(F)cc2)nc1S(=O)(=O)c1ccc(Br)cc1)NC1CCCCC1	-3%	?	-0.4%	1%[10.9 µM]
Cn1c(=O)n(C/C=C/c2ccccc2)c(=O)c2c1nc1n2CCN1c1ccccc1	19%	-3%	4.0%	4%[10.9 µM]
COc1ccc(NC(=O)CSc2nc3c(oc4ccccc43)c(=O)n2-c2ccc(C)c(C)c2)cc1	15%	-5%	0.9%	10%[10.9 µM]
Cc1ccc(-c2nc3c(c(SCc4ccc(Br)cc4)n2)Cc2c(CO)cnc(C)c2O3)cc1	2%	22%	-2.3%	-6%[10.9 µM]
CCOC(=O)c1ccc(NC(=O)Cc2coc3cc(C)cc(C)c23)cc1	-1%	-22%	0.5%	-17%[10.9 µM]
CCc1nnc(NC(=O)CSc2nnc(CSc3nc(C)cc(C)n3)n2C)s1	-1%	11%	-2.3%	/
COc1cccc(C2CC(c3ccc(Cl)cc3)n3nc(N)nc3N2)c1 (configuration not stated)	2%	-3%	3.0%	-17%
CCc1ccc(NCc2cc3cc4c(cc3n(CC(=O)Nc3ccc(Cl)cc3)c2=O)OCO4)cc1	10%	-19%	-0.2%	10%[10.9 µM]
O=C(Nc1ccc(Br)cc1F)C1CCCO1 (configuration not stated)	0%	15%	/	/
COc1cc(-c2nc(-c3ccc(Br)o3)no2)cc(OC)c1OC	11%	-2%	0.1%	-7%
CCOc1ccc(Nc2ncnc3c2cnn3-c2ccc(F)cc2)cc1	-2%	-20%	?	22%[10.9 µM]
COc1ccc(-c2nc3nc(C)c(Cc4ccccc4)c(=O)n3[nH]2)cc1	-22%	?	?	-5%
COC(=O)NC(/C(C(=O)OC)=C(\C)NCc1ccccc1)c1ccc2ccccc2c1 (configuration not stated)	-8%[9.22 µM]	3%[9.22 µM]	/	/
CC(=O)Nc1cccc2c1C(=O)N(c1ccc(C)cc1)C2=O	1%	15%	/	/
Cc1ccc(S(=O)(=O)NCCC(=O)N2CCN(Cc3ccccc3)CC2)cc1	-3%	-3%	3.2%	-7%
COc1ccc(Cl)cc1NC(=O)CN(c1cccc(C)c1C)S(C)(=O)=O	5%	-26%	?	9%[10.9 µM]
Cc1ccc(NC(=O)C2CCN(C(=O)c3cnn(-c4ccccc4)c3-n3cccc3)CC2)cc1C	16%	-27%	4.0%	-13%[10.9 µM]
O=C(C1CCCN1S(=O)(=O)c1cccc2cccnc12)N1CCN(c2ccccc2)CC1 (configuration not stated)	2%	13%	-0.2%	-17%
Cc1cccc(OC(C)C(=O)Nc2nonc2-c2ccc(Br)cc2)c1C (configuration not stated)	-12%	-1%	1.0%	-2%[10.9 µM]
COc1ccc(C2C(=O)N(C3CCC(C)CC3)CC(=O)N2CCC2=CCCCC2)cc1OC (configuration not stated)	6%	-3%	-0.4%	-8%[10.9 µM]
CCNc1nc(NC(C)(C)C)nc(Oc2ccc(=O)n(-c3ccccc3)n2)n1	-1%	6%	-2.8%	-10%[10.9 µM]
(cont.)
SMILES	p53ts 32C kill	p53ts 39C tox	IkB sig inh	Peg3 imprint
COc1cc(OC)c(NS(=O)(=O)c2c(C)nc3sc(C)cn3c2=O)cc1Cl	-7%	-27%	?	-21%[10.9 µM]
Cc1ccc(NC(=O)C2CCN(S(=O)(=O)c3cccc4cccnc34)CC2)nc1	-17%	-8%	?	6%
O=C(CSc1nc2c(c(=O)n1-c1ccc(Br)cc1)SCC2)NCC1CCCO1 (configuration not stated)	5%	14%	1.5%	-8%
CC(C)C(OC(=O)c1cc2occc2n1C)C(=O)NCc1ccc2c(c1)OCO2 (configuration not stated)	5%	-14%	?	-13%
CC(=O)Nc1ccc2nc(-c3cccs3)[nH]c2c1	?	?	4.0%	-58%[inhibitor]
CCCCCCOc1ccc(-c2nc3ccc(Br)cc3c(=O)o2)cc1	-9%	-4%	6.7%	-7%[10.9 µM]
COc1ccc(-n2c(CCC(=O)O)ccc2-c2ccccc2)c(OC)c1	0%	5%	?	-8%[10.9 µM]
O=C(c1cnc(N2CCN(c3ncccn3)CC2)c2ccccc12)N1CCN(c2ncccn2)CC1	?	?	?	-8%
CN(C)c1nc(OCCNC(=O)COc2ccccc2Cl)nc(N(C)C)n1	-7%	0%	/	/
CCc1ccc(-n2c(CCC(=O)O)ccc2-c2ccc(F)cc2)cc1	-6%	1%	?	-5%[10.9 µM]
Cc1ccc(CCNC(=O)c2c(C)oc3nc(C)nc(N4CCOCC4)c23)cc1	5%	23%	-1.1%	-4%[10.9 µM]
Cc1cccc(C)c1NS(=O)(=O)c1ccc2c(c1)[C@H]1C=CC[C@H]1[C@@H](c1ccc(Cl)cc1)N2	8%	-1%	?	-1%[10.9 µM]
COc1cc(C(=O)OC(C)CN2CCOCC2)cc(OC)c1OC (configuration not stated)	3%	-14%	0.3%	13%
OC(COc1ccc(Cl)cc1)CN1CCCCC1 (configuration not stated)	-21%	-5%	-1.1%	-11%
CCOc1ccc(NC(=O)CN2C(=O)C(c3ccccc3)=NC23CCC(C)CC3)cc1 (configuration not stated)	11%	-16%	1.0%	-4%[10.9 µM]
Cc1ccc(-c2ccc(CCC(=O)O)n2C(C)C)cc1	28%	0%	2.5%	-14%
Cc1ccc(NC(=O)C2CCCNC2=O)nc1 (configuration not stated)	5%	6%	-0.8%	-8%
Cc1ccc(CNc2oc(-c3ccco3)nc2S(=O)(=O)c2ccccc2)cc1	6%	-3%	/	/
COc1ccccc1CNc1nc2nc(C)c(C)c(=O)n2[nH]1	4%	11%	5.7%	1%
O=C(CNS(=O)(=O)c1cccs1)N1CCCC1	-12%	2%	-1.0%	2%
COc1cccc(N2C(=O)CSC23C(=O)N(CC(=O)Nc2cc(C)ccc2C)c2ccccc23)c1 (configuration not stated)	3%	1%	?	-5%[10.9 µM]
CCOC(=O)N1CCN(C(=O)CN2C(=O)COc3ccc(C(C)(C)C)cc32)CC1	-1%	6%	1.8%	0%
CCOC(=O)c1sc2ncn(C(CC)C(=O)OC)c(=O)c2c1C (configuration not stated)	2%	0%	1.6%	-15%
Cc1cccc(CNC(=O)Cn2nc(C)n3c(cc4cc(F)ccc43)c2=O)c1	6%	3%	-0.9%	-10%[10.9 µM]
COC(=O)[C@@]1(Cc2ccccc2)C=C[C@@H](C)N1C(C)=O	1%	2%	/	-8%

Seven entries picked at random from the list so far:
SMILES	p53ts 32C kill	p53ts 39C tox	IkB sig inh	Peg3 imprint
CCOc1ccc(NC(=O)CN2C(=O)C(c3ccccc3)=NC23CCC(C)CC3)cc1 (configuration not stated)	11%	-16%	1.0%	-4%[10.9 µM]
CCCOc1cccc(C2c3c(oc4ccc(F)cc4c3=O)C(=O)N2c2nc(C)c(C(C)=O)s2)c1 (configuration not stated)	-6%	18%	2.8%	-6%[10.9 µM]
Cc1ccc(-c2ccc(CCC(=O)O)n2C(C)C)cc1	28%	0%	2.5%	-14%
Cn1c(=O)n(C/C=C/c2ccccc2)c(=O)c2c1nc1n2CCN1c1ccccc1	19%	-3%	4.0%	4%[10.9 µM]
COc1cc(C(=O)OC(C)CN2CCOCC2)cc(OC)c1OC (configuration not stated)	3%	-14%	0.3%	13%
COc1ccc(NC(=O)CSc2nc3c(oc4ccccc43)c(=O)n2-c2ccc(C)c(C)c2)cc1	15%	-5%	0.9%	10%[10.9 µM]
CCOC(=O)N1CCN(C(=O)CN2C(=O)COc3ccc(C(C)(C)C)cc32)CC1	-1%	6%	1.8%	0%

The list goes on.
SMILES	p53ts 32C kill	p53ts 39C tox	IkB sig inh	Peg3 imprint
CC(=O)Nc1ccc(NS(=O)(=O)c2ccc3[nH]c4c(c3c2)CCCCC4)cc1	5%	5%	?	-6%[10.9 µM]
CCOC(=O)c1nc2ccccc2s1	-8%	21%	8.2%	-10%
CC(=O)N1CCN(c2ccccc2NC(=O)COc2cc(C)ccc2C(C)C)CC1	-30%	?	?	3%
Cc1ccc(-c2cc3c(N4CCN(c5cc(C)ccc5C)CC4)nccn3n2)cc1	5%	-3%	1.5%	-12%[10.9 µM]
CCCn1nnc(NC(=O)c2ccc(Br)cc2)n1	-28%	-21%	4.5%	-32%[inhibitor]
COC(=O)c1ccc(C(NC(=O)OCc2ccccc2)/C(F)=C/[C@@H](C)C(=O)N(C)Cc2cccnc2)cc1 (some centres not stated)	0%	-13%	/	-19%
COc1ccc(-c2ccc(NS(=O)(=O)c3ccc(OC)c(OC)c3)cc2)nn1	2%	-2%	?	-11%[10.9 µM]
Cc1oc2c(c(C)cc3oc(=O)c(CC(=O)NCc4ccccc4)c(C)c32)c1C	1%	-21%	?	-12%[10.9 µM]
O=C(COc1ccccc1Cl)NCc1ccco1	-9%	3%	0.1%	-16%
COc1ccc(NC(=O)c2cccn2-c2nnc(N3CCCCC3)s2)cc1	-26%	?	1.0%	18%[10.9 µM]
COc1cccc(CNC(=O)CCS(=O)(=O)c2ccc3c(c2)CC(C)N3C(=O)C2CC2)c1 (configuration not stated)	3%	-13%	-1.4%	27%[10.9 µM]
CCN(CC)CCSc1c(C(C)C)cnc2c1c(=O)n(C)c(=O)n2C	1%	-9%	0.3%	3%[10.9 µM]
Cc1ccc(-c2nc3ncccn3c2Nc2ccc3c(c2)OCO3)o1	?	13%	-1.5%	-13%
O=C(CC(c1cccs1)N1Cc2ccccc2C1=O)Nc1ccccc1F (configuration not stated)	3%	-5%	?	7%[10.9 µM]
C[C@H]1C=C2C=C[C@H](C)[C@H](CC[C@@H]3C[C@@H](O)CC(=O)O3)[C@H]2[C@@H](OC(=O)[C@@H](C)CCO)C1	-6%	-18%	1.7%	-7%
CCC(=O)NCc1nc2ccccc2n1Cc1ccccc1F	-13%	-11%	0.2%	-9%
Cc1cc(C)n(-c2nc3cc(Cl)c(Cl)cc3nc2Nc2ccc(F)cc2C)n1	0%	-14%	2.3%	5%[10.9 µM]
COc1ccc(NC(=O)c2cc3n(n2)C(C(F)(F)F)CC(c2ccc4c(c2)OCO4)N3)cc1OC (configuration not stated)	4%	-2%	?	2%
Cc1ccc(C(=O)Nc2cccc(C(=O)O)c2)cc1S(=O)(=O)N1CCCC1	13µM*	6.3µM*	3.6%	-78%[inhibitor][10.9 µM]
Cn1c(CNc2cccc(Cl)c2)nnc1SCC(=O)OC1CCCCC1	-10%	-4%	?	19%
CCc1ccc(NC(=O)CN2C(=O)CSC2=O)cc1	-7%	20%	/	/
COc1ccc(CC(CC(=O)O)C(=O)Nc2ccc(OC)cc2)cc1 (configuration not stated)	-8%	5%	0.2%	3%
O=C(O)CCC(=O)OC1CC2CCC1C2 (configuration not stated)	1%	2%	?	10%
CC(C)c1noc(-c2ccccc2OCC(=O)Nc2ccc([N+](=O)[O-])cc2)n1	11%	-9%	-0.8%	-11%[10.9 µM]
Cc1c(NC(=O)COC(=O)Cc2ccc(Cl)cc2)c(=O)n(-c2ccccc2)n1C	4%	3%	3.4%	2%
COc1ccc(C)cc1NC(=O)CSc1nc(=O)n(Cc2cccnc2)c2c1CCC2	-2%	-7%	?	8%[10.9 µM]
CC(=O)N[C@H]1[C@@H](O[C@@H](C)C(=O)O)[C@H](O)[C@H](CO)O[C@@H]1O	2%[20.6 µM]	2%[20.6 µM]	0.8%[25.6 µM]	-4%[16.8 µM]
Clc1ccccc1C1SCC2Nc3ccccc3CN21 (configuration not stated)	28%	-8%	/	/
Cc1cccc(N(C(=O)Cn2nnc3ccccc32)C(C(=O)NCc2ccco2)c2ccncc2)c1C (configuration not stated)	1%	7%	-0.3%	-13%
O=C1NC(c2ccco2)Nc2sc3c(c21)CCN(Cc1ccccc1)C3 (configuration not stated)	1%	4%	3.7%	-12%

Screening results (PubChem)
